From PubChem
PAFAH1B2 inh: PAFAH1B2 (human) inhibition | inhibition, % at 3.39 µM | actives 1.2% (n = 340,000) | AID 492953 | P68402 | recombinant PAFAH1B2, FP-rhodamine activity probe, fluorescence polarization;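 active = inhibition above the mean of all tested compounds plus 3 SD, cut at about 24% in these data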;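 also: 0% = enzyme with DMSO and 100% = wells lacking PAFAH1B2; many of its hits are not listed in these tables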
ZTA DNA inh: counter-screen for EBNA-1 inhibitors: inhibitors of Epstein-Barr virus ZTA; P03206; ZTA-DNA binding, fluorescence polarization; actives 0.15% (n = 320,000); inhibition, % at 11 µM; AID 2234; in the data active = inhibition above about 33%
Target sequence (P03206 whole entry, looked up): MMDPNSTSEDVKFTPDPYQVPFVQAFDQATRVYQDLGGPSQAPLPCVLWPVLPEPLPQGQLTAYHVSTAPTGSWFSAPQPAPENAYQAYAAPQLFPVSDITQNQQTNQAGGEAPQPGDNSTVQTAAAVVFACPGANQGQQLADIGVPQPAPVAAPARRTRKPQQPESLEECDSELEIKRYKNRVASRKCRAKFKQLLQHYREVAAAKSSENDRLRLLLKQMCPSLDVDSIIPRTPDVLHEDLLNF
pPAFAH FP inh: inhibitors of human plasma PAF acetylhydrolase (pPAFAH). inhibition, % at 3.39 µM. AID 463082. Q13093. recombinant pPAFAH, FP-rhodamine probe fluorescence polarization. actives 1.5% (n = 330,000);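 active = inhibition above the mean inhibition across the screen plus 3 SD, cut at about 25% in these data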;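 also: inhibitors block binding of the rhodamine activity-based probe so polarization drops; 0% = enzyme with DMSO and 100% = wells lacking pPAFAH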
LYPLA2 inh: LYPLA2 (human) inhibition in PME1 counter-screen | O95372 | recombinant LYPLA2, FP-Rh probe fluorescence polarization | inhibition, % at 5.9 µM | actives 0.38% (n = 320,000) | AID 2177;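 active = inhibition above the screen-wide mean plus 3 SD, limit set per campaign, cut at about 26% in these data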;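 also: 0% = LYPLA2 with DMSO and 100% = wells lacking LYPLA2 enzyme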
Target sequence (O95372 whole entry, looked up): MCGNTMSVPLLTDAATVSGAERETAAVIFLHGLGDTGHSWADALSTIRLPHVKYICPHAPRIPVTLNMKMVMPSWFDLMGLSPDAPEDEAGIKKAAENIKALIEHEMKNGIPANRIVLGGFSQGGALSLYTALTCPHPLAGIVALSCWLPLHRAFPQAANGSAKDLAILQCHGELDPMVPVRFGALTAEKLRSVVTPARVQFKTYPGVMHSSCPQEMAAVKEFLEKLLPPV
PREPL inhibitor: human PREPL enzyme inhibition; Q4J6C6; recombinant PREPL, fluorescence polarization activity-based probe; inhibition, % at 5.96 µM; actives 0.68% (n = 320,000); AID 2751; in the data active = inhibition above about 43%;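 also: 0% = enzyme with DMSO and 100% = wells lacking enzyme; many of its hits are not listed in these tables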
PAFAH2 FP inh: inhibitors of human PAFAH2; inhibition, % at 3.39 µM; AID 492956; recombinant PAFAH2, FP-rhodamine activity probe, fluorescence polarization; Q99487; actives 0.99% (n = 340,000);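 active = inhibition above the mean over all tested compounds plus 3 SD, cut at about 30% in these data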;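 also: inhibitors block probe labeling of enzyme so polarization drops; 0% = enzyme with DMSO and 100% = wells lacking PAFAH2 protein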
PAFAH1B3 inh: inhibitors of human PAFAH1B3. Q15102. recombinant PAFAH1B3, FP-rhodamine probe, fluorescence polarization. inhibition, % at 3.39 µM. actives 0.28% (n = 340,000);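 active = inhibition above the screen-wide average of all tested compounds plus 3 SD, cut at about 25% in these data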;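 also: 0% = enzyme with DMSO only and 100% = wells lacking PAFAH1B3 protein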
Target sequence (Q15102 whole entry, looked up): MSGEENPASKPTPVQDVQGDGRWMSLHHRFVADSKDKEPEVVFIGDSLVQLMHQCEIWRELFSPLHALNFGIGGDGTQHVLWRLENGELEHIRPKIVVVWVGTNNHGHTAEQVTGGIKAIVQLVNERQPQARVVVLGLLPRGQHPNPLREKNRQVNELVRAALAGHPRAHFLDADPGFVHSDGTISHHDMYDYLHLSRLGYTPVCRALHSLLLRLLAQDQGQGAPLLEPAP
EBNA-1 inh: blocks EBNA-1 binding to DNA | inhibition, % at 14.8 µM | actives 0.34% (n = 300,000) | AID 1950 | EBNA-1 DNA binding, fluorescence polarization; in the data active = inhibition above about 28%
LYPLA1 counter: LYPLA1 (human) inhibition in PME1 counter-screen | O75608 | recombinant LYPLA1, FP-Rh probe fluorescence polarization | inhibition, % at 5.9 µM | actives 0.16% (n = 320,000);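 active = inhibition above the mean of all tested compounds plus 3 SD, set per campaign, cut at about 14% in these data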;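 also: inhibitors block serine hydrolase probe labeling of LYPLA1 so polarization falls; 0% = enzyme with DMSO and 100% = wells lacking LYPLA1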
Target sequence (O75608 whole entry, looked up): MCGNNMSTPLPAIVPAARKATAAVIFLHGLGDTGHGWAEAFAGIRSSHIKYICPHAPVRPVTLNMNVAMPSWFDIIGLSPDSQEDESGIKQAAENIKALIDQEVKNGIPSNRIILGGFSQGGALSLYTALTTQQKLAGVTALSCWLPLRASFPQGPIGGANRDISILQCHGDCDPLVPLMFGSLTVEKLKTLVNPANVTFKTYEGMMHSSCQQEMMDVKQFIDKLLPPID
Active calls of the source: *; · = not tested or not shown. An excerpt; count on the stated rates, not on these rows.

SMILES	PAFAH1B2 inh	ZTA DNA inh	pPAFAH FP inh	LYPLA2 inh	PREPL inhibitor	PAFAH2 FP inh	PAFAH1B3 inh	EBNA-1 inh	LYPLA1 counter
CCC(ONc1ccccc1C(F)(F)F)(C(=O)NN(C)C)c1ccccc1 (stereo not given)	-5	-12	5	-1	12	0	1	·	4
CC1CC(C)CN(C(=O)c2cc3cc(Br)cc(Br)c3o2)C1 (stereo not given)	-3	4	0	8	-4	4	6	0	4
COC(=O)CCC(=O)c1oc2ccccc2c1NC(=O)CCCN1C(=O)c2ccccc2C1=O	8	-2	-3	-1	2	9	13	1	3
NC(=O)C1CCN(c2ncnc3c(-c4ccccc4)nsc23)CC1	5	-15	3	1	7	1	-1	-5	2
Nc1c(C(=O)Nc2ccccc2)c2nc3ccccc3nc2n1CCCN1CCOCC1	7	22	3	-14	29	24	10	-4	-7
Nc1ccc(C(=O)NCC(=O)O)cc1	0	8	5	5	-3	-15	3	10	2
O=S(=O)(NC1CCCCC1)c1cccc2nsnc12	-4	1	2	-2	-5	1	5	-6	2
CCN(CC)S(=O)(=O)N1CCC(C(=O)NCc2ccc(C)cc2)CC1	-1	-15	-1	5	2	-1	-5	-6	-1
CCCCC(O)(CCCC)C(=O)NN(C(=O)OCC)c1ccccc1	4	-2	1	-2	2	-5	0	2	-4
COc1ccc(/C=N/NC(=S)Nc2ccccc2)cc1COc1ccccc1F	·	-6	1	-3	9	·	·	9	-3
COc1ccc(CN(C(=O)c2nsc(Cl)c2Cl)C(C(=O)NC2CCCC2)c2ccc(C)cc2)cc1 (stereo not given)	5	-3	-4	-10	7	2	-2	-11	-4
Cc1ccc(C(=O)OC2CCS(=O)(=O)c3sccc32)cc1 (stereo not given)	-2	-15	2	14	-37	-7	-1	7	3
COc1cccc(NC(=O)Nc2nc(-c3ccc(OC)c(OC)c3)cs2)c1	15	4	36*	-20	38	2	21	-4	-26
Cc1ccc(CNC(=O)CCCCCNc2nc(=S)[nH]c3ccccc23)cc1	·	8	5	3	0	·	·	20	1
Nc1c(Cl)cc(Cl)cc1C(=O)OCC(=O)N1CCCC1=O	14	-11	3	5	10	40*	0	4	0
c1ccc(-c2cc3c(N4CCOCC4)ncnc3s2)cc1	2	6	8	2	-10	2	2	5	-4
CCn1c(=O)c2cc(C(=O)NCCN3CCOCC3)sc2c2ccccc21	4	19	-1	2	-1	0	6	-1	2
O=C(COC(=O)C(Cc1ccccc1)NC(=O)c1ccccc1)c1ccccc1 (stereo not given)	4	-18	-3	-2	3	8	-9	-7	-2
COc1ccc(CC(=O)NNc2ncnc3c2cnn3-c2ccccc2)cc1	5	1	4	0	-3	-2	-1	-4	0
COc1ccccc1NS(=O)(=O)c1cc(NC(=O)c2ccc3ccccc3n2)ccc1Cl	-13	-14	-2	-6	3	-31	-19	52*	-10
C#CCn1c(=NC(=O)c2ccc(S(=O)(=O)N3CCc4ccccc4C3)cc2)sc2cc(S(N)(=O)=O)ccc21	-19	22	1	-42	-41	-37	-21	15	-19
Cc1ccccc1C(OCC(O)CN1CCC(C(N)=O)CC1)c1ccccc1 (stereo not given)	4	-3	8	9	-4	14	2	-5	6
CCOc1ncccc1C(=O)Nc1cccc(-c2nc3cccnc3s2)c1	-5	1	-1	0	-24	1	-3	4	-2
O=C(Cn1cc(C(=O)COc2ccccc2)c2ccccc21)NCc1ccco1	-1	6	9	-12	-6	7	7	1	-8
COc1ccc(C2Nc3ccccc3C(=O)N2NS(C)(=O)=O)cc1 (stereo not given)	-2	-5	3	5	17	3	8	1	3
Cc1cnc(CNC(=O)c2ccc3oc(C(C)C)nc3c2)[nH]1	-3	5	3	-3	-1	3	6	-3	0
COc1ccc(-c2nn(CCC#N)cc2/C=N/O)cc1	3	12	3	-3	-2	-3	4	-2	-2
Nc1nc(N)nc(-c2cc(F)ccc2O)n1	4	4	3	9	20	4	7	·	3
COc1ccc(CCNC(=O)C2CCCN(S(C)(=O)=O)C2)cc1 (stereo not given)	5	0	-1	7	14	-3	-4	7	0
CCCC(=O)Nc1cc(C(F)(F)F)ccc1N1CCOCC1	-2	-1	6	-1	0	-3	-3	-5	3
C/C(=N\NC(=O)CN(c1ccccc1Br)S(C)(=O)=O)c1ccc2c(c1)OCCO2	1	-8	-3	9	-15	-9	8	-2	-3
CC(C)NC(=NCc1ccc(Cl)cc1Cl)Nc1ccccc1	2	-9	3	5	18	-2	7	6	0
Cc1ccc(/C=N/NC(=O)C(=O)N/N=C/c2ccc(C)o2)o1	-1	16	6	-6	0	1	1	0	-1
Cc1ccc(CSc2n[nH]c(N)n2)cc1	6	-4	1	-1	9	-1	4	-10	3
CCCC(c1nnnn1Cc1ccco1)N1CCN(C(=O)c2ccco2)CC1 (stereo not given)	-5	8	4	-6	5	-8	5	-1	-3
COc1ccc(CCNC(=O)CSC2=NS(=O)(=O)c3cc(Cl)ccc3N2)cc1OC	6	-1	2	4	0	5	5	0	0
O=c1c2ccccc2c2ccccc2c(=O)n1Cc1cccnc1	0	-7	-4	8	21	0	-2	5	2
CCOC(=O)c1nnn(-c2nonc2-n2cccc2)c1CN1CCC(C(=O)OCC)CC1	1	7	2	-3	13	20	5	-11	0
O=C(NCCCN1CCCCC1)C1CCC(CNS(=O)(=O)c2cccc3nsnc23)CC1 (stereo not given)	3	-6	4	10	-4	6	1	10	3
Cc1ccc2nc3c(nc2c1C)CCCC3	5	6	3	-4	19	-5	4	-12	4
O=C(NC(=Nc1ccccc1)N1CCOCC1)Nc1ccccc1	2	0	0	6	3	-8	3	3	1
Cc1cc(C)nc(NC(N)=NC(C)c2ccccc2)n1 (stereo not given)	·	4	-4	-4	2	·	·	2	-2
Cc1ccc(N(CCC(=O)NC(C)(C)C)S(=O)(=O)c2ccc(C)cc2)cc1	0	18	6	1	7	8	-3	17	1
O=C(CNC(=O)c1ccccc1)OCc1ccc([N+](=O)[O-])cc1	0	12	0	-3	7	-3	2	1	-5
Cc1ccc(-c2ocnc2C(=O)Nc2ccccc2C(=O)N2CCCC2)cc1	4	2	1	-3	17	8	-3	0	-3
CCNC(=S)NNC(=O)c1cc(-c2ccccc2C)nc2ccccc12	5	5	15	-1	-10	-4	8	7	-1
C[C@H]1[C@H](c2ccccc2)C[C@@H](C(=O)O)C1(C)C	2	4	1	0	-4	-10	4	4	0
CCCCCCCCN1[C@@H](CC(=O)O)c2cc(F)ccc2S1(=O)=O	18	4	5	0	4	-2	4	12	-2
Fc1cccc(F)c1CSc1nc2ccccc2[nH]1	3	-17	0	18	-2	-3	11	-4	2
COc1ccccc1COCC(O)CNCC1(N2CCCCC2)CCCCC1 (stereo not given)	1	-15	1	-1	25	-1	7	-12	-1
CCC1CN(C(=O)N2CCC(C(=O)NCCc3ccc(OC)cc3OC)CC2)c2ccccc2O1 (stereo not given)	1	-10	0	-3	0	0	-2	2	-1
COc1ccc(S(=O)(=O)N2CCC(C(=O)Nc3ccccc3C)CC2)c2cccnc12	7	14	2	6	12	1	4	4	2
CCn1c(C)c(/C=N/Nc2nc3ccccc3s2)c2ccccc21	2	15	14	-13	22	1	3	7	-16
Cc1ccc(C(=O)NCC2CCCN2S(=O)(=O)c2cccs2)cc1C (stereo not given)	1	1	5	-3	1	0	0	-2	2
c1cnc2cc(-c3ccsc3)ncc2c1	-3	-2	-1	2	3	0	-5	·	-2
COc1ccc(CNC(=O)COC(=O)/C=C/c2cccc(Br)c2)cc1OC	6	8	9	4	-8	5	9	2	-2
COc1cccc(OCCCn2cc(/C=C3/C(=N)N4C=C(C)SC4=NC3=O)c3ccccc32)c1	-6	-1	2	-31	2	-17	-12	9	-23
COc1cc(CNC(C)c2ccccc2)cc(Br)c1OCc1ccccc1 (stereo not given)	0	-11	5	7	-9	-2	-3	10	1
O=C(NC12CC3CC(CC(C3)C1)C2)C1CC(=O)N(c2ccccc2)C1 (stereo not given)	9	-1	-2	-1	1	5	2	-1	-4
Cc1ccc2c(c1)N(CC(=O)NCc1cccs1)C(=O)CO2	-2	4	3	-2	1	5	3	0	0
(continued)
SMILES	PAFAH1B2 inh	ZTA DNA inh	pPAFAH FP inh	LYPLA2 inh	PREPL inhibitor	PAFAH2 FP inh	PAFAH1B3 inh	EBNA-1 inh	LYPLA1 counter
COc1ccc(NS(=O)(=O)c2ccc(C)c(NC(=O)NC3CCCCC3)c2)cc1	-6	1	8	-35	1	-16	-8	-6	-21
CN(C)c1nc(N)nc(CSc2nc3c(c(=O)n(C)c(=O)n3C)n2Cc2ccccc2F)n1	-1	-1	-1	-4	-4	7	1	-3	1
COc1cccc2sc(NC(=O)c3ccc(Br)s3)nc12	2	10	-5	-6	-10	-10	-3	-2	-9
CCOC(=O)C1(CCOc2ccccc2)CCN(Cc2ccncc2)CC1	0	-6	2	4	-30	0	4	3	1
CCOc1cccc(C2C(C#N)=C(N)Oc3cc(C)oc(=O)c32)c1OCC (stereo not given)	0	-5	0	0	0	12	-4	-8	0
CC(C)/C=N\NC(=O)CCCCC(=O)N/N=C/C(C)C	-4	4	4	6	-6	-9	-2	5	1
CC(=O)Nc1ccccc1NC(=O)CN(C)S(=O)(=O)c1ccc(C)cc1	8	11	5	9	3	-6	3	12	1
O=C(COC(=O)c1ccc(CO)cc1)Nc1ccc(OC(F)F)cc1	2	8	-6	-6	8	82*	4	-11	-5
O=C(O)c1cccc(N2C(=O)CSC2=S)c1	8	-10	5	-2	5	-2	11	-3	-1
CC(C)[C@H]1COCCS(=O)(=O)N1Cc1ccccc1-c1ccccc1	21	·	1	·	·	5	1	·	·
O=C(CNC(=O)c1cncc(Br)c1)Nc1ccc(F)c(F)c1F	3	15	1	-7	-2	-10	2	5	-6
COCc1cc(Sc2ccc(Br)cc2)nc(-c2ccccc2)n1	4	-5	9	-10	11	-8	6	-4	-1
COc1ccc(-c2nc(CS(=O)CC(=O)NC3CCC(C)CC3)c(C)o2)cc1OC (stereo not given)	-4	0	-1	5	5	-3	5	1	2
O=C(NCC(=O)N(Cc1ccco1)C(C(=O)NC1CCCC1)c1cccnc1)c1ccco1 (stereo not given)	-3	10	1	-3	15	-1	-8	-9	0
CC(C)Oc1ccc(C(=O)Nc2ccc(Cl)c(S(=O)(=O)Nc3ccc(Cl)cc3)c2)cc1	-42	5	-30	-81	5	-66	-77	3	-42
COc1ccc(C(=O)N(NC(=O)Oc2ccccc2)C(C)(C)C)cc1	-1	9	1	0	0	-5	2	4	-3
COc1ccc(NC2CCCN(C(=O)CCOc3ccccc3)C2)cc1 (stereo not given)	-2	-5	5	4	23	12	5	3	1
O=C(N=C1SC2CS(=O)(=O)CC2N1Cc1ccc(F)cc1)C1CCCO1 (stereo not given)	5	-13	-1	3	7	0	7	1	1
